# Screening results (PubChem BioAssay)
# Cneo AK release: Cryptococcus neoformans lysis via adenylate kinase release; lysis activity, % at 15 µM; AID 651654; C. neoformans lysis, adenylate kinase release luminescence, 4 h; normalised: neutral wells 0, clomiphene wells 100; actives 0.2% (n = 360,000);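 active = mean lysis activity across replicates of at least 80%, whatever share of replicates individually reach that level; inactive = mean lysis activity below 80%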
#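 Assay system: log-phase C. neoformans yeast / Quantity: yeast cell density of 5 × 10^6 cells/mL / Medium: fresh YPD growth medium / Compound: single dose / Timing: static 4 h at 37 °C with compound, 1 h detection / Measured by: adenylate kinase release luminescence / Read-out: lysis from increased AK signal / Benchmarks: Clomiphene as positive lysis control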
# ARNT-TACC3 inh: disruptors of human ARNT/TACC3 interaction. Q9Y6A5. AlphaScreen His-ARNT PAS-B/GST-TACC3 binding, luminescence; TACC3 fragment carries E629A point mutation. inhibition, % at 9.99 µM. actives 0.66% (n = 390,000). AID 623870;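 active = mean inhibition of replicates at least 50% and at least half of replicates each reaching 50%; inconclusive = half or more replicates reach 50% but mean below 50%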;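 also: 0% = complete ARNT plus TACC3 wells and 100% = ARNT alone without TACC3; many hits fall short of the cut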
# esBAF inh: inhibitors of esBAF chromatin remodeling in mouse ES cells. actives 2% (n = 350,000). Bmi1-luciferase knock-in reporter, 24 h; 100% = twice the neutral-well signal. reporter increase, % at 12.5 µM; in the data active = activation above about 40%; inconclusive = no clear call, values can overlap the other calls;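 also: 0% = median of the plate's neutral control wells and 100% = double that signal; a rise in the Bmi1 reporter signal indicates esBAF inhibition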
# SIRT5 block: sirtuin-5 (human) deacylase inhibition; Q9NXA8; Purified SirT5, succinyl-peptide AMC, trypsin-coupled fluorescence; inhibition, % at 15 µM; actives 1.1% (n = 330,000); AID 652115; in the data active = inhibition above about 15%; inconclusive = no clear call, values can overlap the other calls
# Target sequence (Q9NXA8 whole entry, looked up): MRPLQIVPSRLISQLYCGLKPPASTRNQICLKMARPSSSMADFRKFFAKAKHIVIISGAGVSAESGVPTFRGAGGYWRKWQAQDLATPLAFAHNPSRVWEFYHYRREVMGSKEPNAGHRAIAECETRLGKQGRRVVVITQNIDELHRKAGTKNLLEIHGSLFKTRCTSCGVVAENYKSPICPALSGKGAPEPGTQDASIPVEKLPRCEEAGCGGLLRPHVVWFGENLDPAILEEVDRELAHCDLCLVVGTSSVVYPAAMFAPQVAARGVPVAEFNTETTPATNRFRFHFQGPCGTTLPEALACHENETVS
# C2C12 statin: suppressors of simvastatin-induced myotoxicity in C2C12 myotubes; ATP luminescence, 48 h; scaled: DMSO 0, geranylgeraniol control 100; rescue of ATP level, % at 7.49 µM; actives 0.78% (n = 330,000);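 active = mean ATP rescue above about 67%, or every replicate alone reaching that limit, limit read from the data, passing the limit was not always enough; inconclusive = no clear call, values can overlap the other calls; inactive = mean under the limit and some replicate under it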;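 also: myotubes were challenged with 10 µM simvastatin during compound exposure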
# miR-122 sensor: inhibitors of miR-122 in Huh7 cells; Huh7 miR-122 Renilla luciferase sensor, 48 h; neutral wells = 0, positive control = 100; activation (reporter increase), % at 12.5 µM; actives 0.3% (n = 340,000);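 active = mean replicate activation score at least 90 and every replicate individually at or above 90; inconclusive = only one of the two criteria met; inactive = neither criterion met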;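 also: higher luciferase means less miR-122 activity so hits act as miR-122 inhibitors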
# ERp5 block: ERp5 (human) disulfide isomerase inhibition; ERp5 insulin aggregation, absorbance 650 nm, 90 min; Q15084; AID 651711; actives 0.05% (n = 350,000); inhibition, % at 9.99 µM;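 active = mean replicate inhibition above about 25%, with every replicate also reaching it, limit read from the data, passing the limit was not always enough; inconclusive = only one of those two criteria met; inactive = neither criterion met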
# Target sequence (Q15084 whole entry, looked up): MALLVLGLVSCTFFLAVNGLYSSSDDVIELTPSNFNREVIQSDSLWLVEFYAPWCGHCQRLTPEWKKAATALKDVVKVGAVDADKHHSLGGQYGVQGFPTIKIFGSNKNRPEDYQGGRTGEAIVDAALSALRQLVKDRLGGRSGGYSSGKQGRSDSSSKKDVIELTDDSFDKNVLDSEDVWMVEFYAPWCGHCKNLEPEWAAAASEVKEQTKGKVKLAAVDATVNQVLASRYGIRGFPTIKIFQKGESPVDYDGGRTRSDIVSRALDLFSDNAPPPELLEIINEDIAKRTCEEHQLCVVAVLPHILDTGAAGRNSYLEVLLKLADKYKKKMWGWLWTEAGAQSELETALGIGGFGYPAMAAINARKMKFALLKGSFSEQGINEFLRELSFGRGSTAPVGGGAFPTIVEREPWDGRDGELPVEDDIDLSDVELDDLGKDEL
# An asterisk follows results filed as active; ? = inconclusive; · = not tested or not shown; [ ] = remark or other dose. This is a random part of the collection; about 4% have a hit in one of these screens.
SMILES,Cneo AK release,ARNT-TACC3 inh,esBAF inh,SIRT5 block,C2C12 statin,miR-122 sensor,ERp5 block
CCN1C(=O)[C@H]2[C@@H](c3ccc(C)cc3)N3C(=O)N(c4cccc(C)c4)C(=O)[C@@]3(Cc3ccccc3)[C@H]2C1=O,-1,-5,14,-7,2,3,3
OC(CSc1ccccc1Cl)CN1CCN(c2ccc(F)cc2)CC1 (stereo not drawn),-1,5,-3,·,-16,-5,·
O=C(C[n+]1cc(-c2ccc(Cl)c(Cl)c2)n2c1CCC2)c1cccs1,1,3,-7,-1,-49,·,4
CCc1nc2ccccc2c(C(=O)OCC(=O)Nc2ccc(NC(C)=O)cc2)c1C,0,2,4,2,-11,-5,2
CCOc1ccccc1NC(=O)CN(C)S(=O)(=O)c1ccc(OC)c(C)c1,9,4,3,·,24,-4,·
Cc1cc(N2CCC(N(C)C3CCCC3)CC2)nc2cc(O)ccc12,1,1,-5,-9,-22,-3,-5
Cc1cc(C)nc(NC(=O)c2cccc(Br)c2)n1,2,-4,-4,2,1,3,0
O=C(C[C@H]1CC[C@H]2[C@@H](COC[C@@H](O)CN2Cc2cccc(-c3ccncc3)c2)O1)N1CCCCC1,-1,1,22,5,12,-7[16.7 µM],-14
COc1ccc(-c2ccc(CN3C(C(C)C)C(=O)N(Cc4cn(CC5CCCCC5)nn4)CCS3(=O)=O)cc2)cc1 (stereo not drawn),-3,·,6,-2,10,-12,-1
CCCCCCCCC(=O)NC(NC(=S)N1CCOCC1)C(Cl)(Cl)Cl (stereo not drawn),-1,2,2,·,-9,0,·
O=C(O)c1ccccn1,0,-6,-12,-2,-6,3,-1
O=[N+]([O-])c1ncccc1OCc1ccc(-c2ccccc2)cc1,-4,-8,12,-5,-27,0,-10
C[C@@H]1CN([C@H](C)CO)C(=O)c2cc(NS(=O)(=O)c3ccc(Cl)cc3)ccc2O[C@@H]1CN(C)Cc1ccc(C(=O)O)cc1,0,6,4,-7,-40,3[16.7 µM],1
COC(=O)[C@@H]1[C@@H](CO)[C@@H]2Cn3c(ccc(-c4ccccc4F)c3=O)[C@@H]2N1C(=O)CC1CC1,57,2,4,-3,-11,-1[16.7 µM],5
CC(C)(C)c1csc(N/N=C/c2cccnc2)n1,-1,0,34*,3,·,·,0
C[C@H]1CN([C@@H](C)CO)C(=O)Cc2cc(NC(=O)Nc3ccc(C(F)(F)F)cc3)ccc2O[C@@H]1CN(C)C(=O)NC1CCCCC1,0,·,2,-3,26,2[16.7 µM],-4
O=C(Nc1cccc(-c2nc3ccccc3[nH]2)c1)c1ccc(C(=O)Nc2cccc(-c3nc4ccccc4[nH]3)c2)cc1,-1,-5,23,-10,-15,·,0
CC(C)(C)C(=O)NC1CC2CCCC(C1)N2C(=O)Nc1ccc(Cl)cc1 (stereo not drawn),-1,0,-4,4,-3,1,-19
CN(C)C(=O)C[C@H]1CC[C@H](NC(=O)c2ccc(F)cc2)[C@H](CO)O1,-5,0,2,1,9,10[16.7 µM],0
Cc1nc2ccccn2c1C(=O)CSc1ccccc1Cl,2,-4,-17,·,·,-2,·
COC(=O)[C@]1(C)N[C@H](CN(C)C(=O)c2ccc(F)cc2)[C@@H]2C(=O)N(Cc3ccccc3)C(=O)[C@@H]21,1,-8,-1,-3,0,-3,2
Cc1ccc(C)c(N2CCN(C(=O)CCCOc3cc(=O)n(C)c4ccccc34)CC2)c1,1,·,4,·,4,26,·
CC(C)(C)c1cc(CCC(=O)NCc2ccncc2)cc(C(C)(C)C)c1O,1,-2,15,·,1,-2,·
Cc1occc1C(=O)NCc1nc(-c2ccc(Cl)cc2)no1,0,3,1,3,1,-1,-2
CCOc1ccccc1NC(=O)c1ccccc1N(C)S(C)(=O)=O,2,0,4,·,151*,4,·

# More entries.
SMILES,Cneo AK release,ARNT-TACC3 inh,esBAF inh,SIRT5 block,C2C12 statin,miR-122 sensor,ERp5 block
C[C@@H]1CN([C@@H](C)CO)C(=O)c2cc(NC(=O)c3ccccc3)ccc2O[C@@H](C)CCCCO[C@H]1CN(C)Cc1ccc2c(c1)OCO2,1,-7,-8,9,·,7[16.7 µM],1
CCn1c(=O)c(NC(=O)c2ccccc2)c2n(c1=S)CCCCC2,0,-1,12,·,12,0,·
CNC[C@H]1Oc2ccc(NS(=O)(=O)c3ccc(C)cc3)cc2CC(=O)N([C@H](C)CO)C[C@@H]1C,-4,0,0,-3,29,-6[16.7 µM],6
Cc1ccc(S(=O)(=O)NCC(=O)N(CC(=O)NC(C)(C)C)Cc2cccs2)cc1,0,-6,4,·,7,-20,·
C=CC[C@H](O)c1ccc(O)c(F)c1,-7,-10,·,0,·,·,-1
CC(C)Oc1ccc(C(=O)NC(=S)Nc2ccc(CN3CCOCC3)cc2)cc1,·,-6,·,1,·,·,-5
CC1(C)CCC(=O)N(c2ccc(OC(F)(F)F)cc2)C1=O,-2,-7,-16,0,12,4,2
COc1ccccc1-c1csc(C(C)(NC(C)=O)c2ccccc2)n1 (stereo not drawn),1,·,0,·,1,-1,5
CC(CN1CCCCC1)OC(=O)c1ccc2c(c1)OCO2 (stereo not drawn),3,-2,13,·,-2,1,·
CC(C)n1c(C(F)(F)F)nc2cc(C(=O)N3CCCCC3)ccc21,·,-16,·,-3,·,·,3
CC(C)CC#Cc1ccc2c(c1)O[C@@H](CN(C)Cc1ccccn1)[C@H](C)CN([C@H](C)CO)S2(=O)=O,-13,0,3,13,-46,-6[16.7 µM],5
C[C@@H]1CN([C@@H](C)CO)C(=O)c2cccc(NC(=O)c3nc4ccccc4s3)c2O[C@H]1CN(C)S(=O)(=O)c1ccc(F)cc1,14,-3,2,1,22,-10[16.7 µM],5
O=C(Nc1sc(-c2ccccc2)cc1C(=O)O)c1ccccc1,-2,-4,·,·,·,·,3
CCc1ccccc1N1CC(C(=O)Nc2nccs2)CC1=O (stereo not drawn),·,5,-7,2,1,0,3
CCOC(=O)C1(Cc2cccc(OC)c2)CCN(Cc2cnc(SC)nc2)CC1,·,4,·,-7,·,-3,9
CC1CN(c2nc3c(c(=O)n(Cc4ccc(Cl)cc4)c(=O)n3C)n2C)CC(C)O1 (stereo not drawn),·,·,-2,-2,16,15,0
Cc1cccc(CC(=O)NCC2CCCCC2)c1,-4,-2,?,·,1,-1,·
CN(CCCCOc1ccc(F)cc1)Cc1ccccc1,2,-7,-4,-3,11,-3,2
COc1ccc(S(=O)(=O)CCC(=O)NCCc2ccc(C)cc2)cc1,4,5,-3,·,12,-1,·
CCOc1ccccc1C(=O)NC1CCN(Cc2nnnn2C2CCCC2)CC1,-4,-2,5,·,-15,-4,·
Cc1ccc(S(=O)(=O)N2C[C@@H](C)[C@]3(C2)[C@H](O)[C@H](OC(=O)NCc2ccccc2F)C[C@H]2C(=O)N(c4ccccc4)C(=O)[C@H]23)cc1,-1,·,10,-5,10,4,3
CO[C@@H](CN(C)C(=O)c1ccccc1F)[C@@H](C)CN([C@@H](C)CO)S(=O)(=O)c1ccccc1,-12,-6,1,0,5,·,-3
Cc1ccc(/C=C(\NC(=O)c2ccccc2)C(=O)N2CCCCC2)cc1,-1,-13,1,0,6,8,1
Cn1cc(C(=O)NCc2cccs2)c(=O)c2cc(S(=O)(=O)N3CCCC3)ccc21,10,-5,·,2,·,7,-3
Cc1ccccc1-c1nnc(-c2ccc(Cl)cc2)o1,1,12,36,0,4,4,?

# Continued.
SMILES,Cneo AK release,ARNT-TACC3 inh,esBAF inh,SIRT5 block,C2C12 statin,miR-122 sensor,ERp5 block
COc1ccc(S(=O)(=O)N2CCOCC2)cc1NC(=O)/C=C/c1ccccc1,2,-2,·,4,-1,-8,0
C[C@@H]1CN([C@@H](C)CO)C(=O)c2cc(NC(=O)Nc3ccc(C(F)(F)F)cc3)ccc2O[C@H]1CN(C)S(=O)(=O)c1cn(C)cn1,-2,-6,-4,4,-3,-1[16.7 µM],-2
CCC(=O)N[C@H]1CC[C@H](CC(=O)NCC2CCCCC2)O[C@H]1CO,0,-18,1,1,-7,7[16.7 µM],2
CCN(CC)c1ncnc2c1nnn2C,1,·,-2,0,10,·,-4
COC(=O)N(C)C[C@@H]1OCc2ccccc2-c2ccccc2C(=O)N([C@@H](C)CO)C[C@@H]1C,1,6,4,-3,·,·,0
Cc1ccc(NC(=O)CC2NCCNC2=O)cc1 (stereo not drawn),0,6,10,·,16,0,·
COCCNC(=O)C1CCCN(Cc2ccccc2-c2ccccc2)CC1 (stereo not drawn),1,·,-8,·,11,1,·
COc1ccc(CNC(=O)CCc2nnc3ccc(N4CCC5(CC4)OCCO5)nn23)cc1,-2,2,-1,-4,23,-1,2
O=C(Nc1ccncc1)c1ccc(Cl)c(S(=O)(=O)N2CCCCC2)c1,-1,2,3,-5,-14,-1,2
C[C@@H]1CN([C@H](C)CO)C(=O)c2cc(NC(=O)Nc3ccc(F)cc3)ccc2O[C@@H]1CN(C)Cc1ccc(Cl)c(Cl)c1,-2,·,2,8,-62,-13[16.7 µM],9
COC(=O)[C@]1(Cc2ccccc2)N=C(c2ccc(OCCCO)cc2)O[C@@H]1c1ccccc1N=[N+]=[N-],-3,12,·,10,·,·,3
CCn1nc(C)cc1Nc1ccccc1,-1,1,-6,·,-36,-5,·
N#Cc1ccc(C(=O)OCC(=O)N2CCCCCC2)cc1,-1,21,-9,-1,0,-6,-1
C[C@@H]1CN([C@H](C)CO)S(=O)(=O)c2ccc(C#Cc3ccc(F)cc3)cc2O[C@H]1CN(C)C(=O)NC1CCCC1,82*,5,-13,11,-10,15[16.7 µM],1
CCC(C)NS(=O)(=O)c1ccc(NC(=O)C2CCCO2)cc1 (stereo not drawn),·,4,·,-2,·,·,-3
NC(Cc1ccc(F)cc1)c1csc(NC(=O)NC(c2ccccc2)c2ccccc2)n1 (stereo not drawn),0,·,4,0,-104,-9,5
CC1CCC(N2CCN(c3ncccn3)CC2)C1 (stereo not drawn),4,-6,-10,·,2,-1,·
C[C@H](CO)N1C[C@H](C)[C@@H](CN(C)Cc2ccc(C(=O)Nc3ccccc3N)cc2)Oc2ccc(NC(=O)C3CC3)cc2CC1=O,3,0,-4,5,27,8[16.7 µM],3
Cc1ccc(S(=O)(=O)N2CCN(C(=O)N(C)C)CC2)cc1,·,-4,·,-6,·,17,10
Cn1nnnc1SCc1nc2scc(-c3ccc(Cl)cc3)c2c(=O)[nH]1,·,0,·,9,·,·,1
Cc1noc(C)c1S(=O)(=O)Nc1cccc2c1O[C@@H](CN(C)S(=O)(=O)c1cccs1)[C@@H](C)CN([C@H](C)CO)C2=O,-5,-7,0,6,-30,18[16.7 µM],-1
OCC1(Cc2ccc(F)cc2F)CCCN(CCCc2ccccc2)C1 (stereo not drawn),2,·,-8,4,-2,2,1
CCN(CC)S(=O)(=O)c1cc(C)ccc1SC,0,0,·,·,·,-13,·
O=C(CC1CC1)N1[C@H](CO)[C@H]2c3ccccc3N(S(=O)(=O)c3ccccc3F)C[C@H]21,2,2,-2,1,-6,-7[16.7 µM],-5
COc1ccc(CN(C)C[C@@H]2OCCCC[C@H](C)Oc3ccc(NC(=O)Nc4ccc5c(c4)OCO5)cc3C(=O)N([C@@H](C)CO)C[C@H]2C)cc1,1,16,-2,0,·,2[16.7 µM],2
CC(Sc1nccn1C)C(=O)NC1(C#N)CCCCC1 (stereo not drawn),-1,3,-6,-3,4,·,3

# 3 entries already listed, ordered by the value under miR-122 sensor, ascending:
molecule | ARNT-TACC3 inh | esBAF inh | SIRT5 block | miR-122 sensor | ERp5 block
NC(Cc1ccc(F)cc1)c1csc(NC(=O)NC(c2ccccc2)c2ccccc2)n1 (stereo not drawn) | · | 4 | 0 | -9 | 5
CC1CCC(N2CCN(c3ncccn3)CC2)C1 (stereo not drawn) | -6 | -10 | · | -1 | ·
Cc1ccc(S(=O)(=O)N2CCN(C(=O)N(C)C)CC2)cc1 | -4 | · | -6 | 17 | 10
